CRFBP-R2 agonist: agonists of human CRF-binding protein/CRF-R2 receptor complex; HEK293 CRF-R2/CRF-BP, calcium dye fluorescence (FLIPR); percent of saturating CRF peptide response; activation, % at 13.2 µM; 0.46% of 350,000 active; AID 588473;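 active = activation of at least 50%, plus an integration ratio under a set limit after plate pattern correction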;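 note: plate controls were neutral control wells without compound for no effect and CRF at EC100 for full effect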
CRFR2-BP antag: antagonists of CRF-binding protein/CRF-R2 receptor complex; 0.59% of 350,000 active; AID 588475; HEK293 CRF-R2/CRF-BP, CRF-induced calcium fluorescence; inhibition, % at 11.8 µM;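 active = inhibition of the ligand-induced calcium signal above about 50% at the single tested concentration, limit read from the data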
HCV NS3 hel inh: HCV NS3 helicase inhibition. AID 1800. NS3 helicase DNA unwinding, Cy5 molecular beacon fluorescence. inhibition, % at 10.9 µM. 0.56% of 290,000 active;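 active = inhibition above the mean of all tested compounds plus 3 SD, set per campaign, cut at about 35% in these data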;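 note: 0% = DMSO wells and 100% = thioflavine S control wells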
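test system = hepatitis C virus NS3 helicase domain fragment enzyme | reagent = annealed dual-labelled DNA beacon duplex, ATP-started | times = 1 h at 25 °C | detection = Cy5 fluorescence, 0 and 60 min reads | read-out basis = percent inhibition from t60/t0 fluorescence ratio | control set = DMSO and thioflavine S | replication = one well per compound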
GalR3 antagonist: human GalR3 antagonism | O60755 | HEK293 GalR3-CNG cAMP membrane potential fluorescence; galR3 body fused to GalR1 C-terminus | inhibition, % at 3 µM | 0.44% of 360,000 active;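 active = inhibition above the screen-wide average plus 3 SD, cut at about 13% in these data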;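 note: forskolin and galanin both at EC90 stimulate the cells; cAMP rise reported by CNG channel membrane potential dye signal; 0% = forskolin plus galanin with DMSO and 100% = forskolin alone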
Target sequence (O60755 1-299 limits assumed): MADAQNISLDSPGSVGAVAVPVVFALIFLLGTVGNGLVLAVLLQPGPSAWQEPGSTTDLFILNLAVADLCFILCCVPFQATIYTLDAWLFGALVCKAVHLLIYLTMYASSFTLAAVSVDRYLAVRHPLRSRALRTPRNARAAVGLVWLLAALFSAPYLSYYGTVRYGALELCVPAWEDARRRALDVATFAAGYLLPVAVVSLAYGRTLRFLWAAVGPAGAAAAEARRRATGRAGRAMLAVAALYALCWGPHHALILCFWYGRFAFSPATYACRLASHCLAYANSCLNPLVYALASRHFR
DNA FID counter: fluorescent intercalator displacement, NS3 helicase counter-screen. 0.17% of 290,000 active. DNA fluorescent intercalator displacement, fluorescence. inhibition, % at 7.9 µM. AID 1845; in the data active = inhibition above about 37%;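 note: 0% = vehicle and 100% = reference compound; higher means more ethidium bromide displaced from hairpin DNA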
MEKK2wt PB1 HTS: raises or lowers MEK5 binding to wildtype human MEKK2 PB1 domain. Q9Y2U5. bead flow cytometry, Alexa488-MEK5 binding to MEKK2 WT; actives lie on both sides. binding response (% of control), % at 10 µM. 1.1% of 290,000 active; in the data active = binding response below about 67% or above about 130%
UBC9 SUMO inh: blocks human SUMOylation mediated by UBC9 | P63279 | HTRF SUMOylation assay, SAE1/SAE2 + UBC9, in vitro | inhibition, % at 35 µM | 0.36% of 290,000 active; in the data active = inhibition above about 50%, passing the limit was not always enough; note: strong numbers were not always called active
MEKK2 mut-MEK5: signal of MEK5 binding to mutant human MEKK2 PB1 domain; percent response, % at 10 µM; AID 1530; 0.35% of 290,000 active; bead flow cytometry, Alexa488-MEK5 binding to MEKK2 mutant; in the data active = percent response above about 24%, passing the limit was not always enough; note: inactives centre near 1; some results filed as inactive read as strong as hits
MEKK3 PB1 HTS: MEKK3-MEK5 PB1 interaction, increase or decrease | Q99759 | bead-based flow cytometry, Alexa488-MEK5 binding to MEKK3; actives lie on both sides; 0 = blocked by unlabeled MEK5, 100 = vehicle | binding response (% of control), % at 10 µM | 1.4% of 290,000 active | AID 1529;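 active = binding response more than 3 SD above or below the average of its plate-row segment, actives on both sides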;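 note: Alexa488 bead fluorescence after subtracting the streptavidin-only scavenger bead signal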
Target sequence (Q99759 whole entry, looked up): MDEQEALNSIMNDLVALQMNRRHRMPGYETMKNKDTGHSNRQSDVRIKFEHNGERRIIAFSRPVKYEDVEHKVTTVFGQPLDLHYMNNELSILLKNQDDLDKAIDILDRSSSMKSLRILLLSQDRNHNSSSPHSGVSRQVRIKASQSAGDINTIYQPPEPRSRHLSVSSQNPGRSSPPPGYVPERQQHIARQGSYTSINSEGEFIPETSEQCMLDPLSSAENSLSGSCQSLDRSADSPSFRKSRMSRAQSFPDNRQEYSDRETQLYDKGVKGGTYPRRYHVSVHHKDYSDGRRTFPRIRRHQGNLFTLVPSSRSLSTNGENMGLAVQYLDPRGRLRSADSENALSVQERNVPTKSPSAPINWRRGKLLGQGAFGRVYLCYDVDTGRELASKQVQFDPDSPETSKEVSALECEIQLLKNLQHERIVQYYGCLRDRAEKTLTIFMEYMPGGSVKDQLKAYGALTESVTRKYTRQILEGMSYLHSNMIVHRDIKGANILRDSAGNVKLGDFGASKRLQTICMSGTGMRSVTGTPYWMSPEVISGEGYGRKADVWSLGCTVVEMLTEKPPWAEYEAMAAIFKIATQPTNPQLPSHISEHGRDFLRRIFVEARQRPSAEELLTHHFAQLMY
* = called active by the depositor; . = no result given. Some of the compounds tested; the hit share may differ from the screen's.

cpd	SMILES	CRFBP-R2 agonist	CRFR2-BP antag	HCV NS3 hel inh	GalR3 antagonist	DNA FID counter	MEKK2wt PB1 HTS	UBC9 SUMO inh	MEKK2 mut-MEK5	MEKK3 PB1 HTS
1	COc1ccc(C2N(c3ccccn3)C(=O)C3CCCN32)c(OC)c1 (stereo unspecified)	-2.3	-11.0	-1.4	4.6	4.8	96.0	2.2	-4.0	94.0
2	CCOc1ccc(N(CC(=O)NC2CCCC2)C(=O)CCC(=O)Nc2ccccn2)cc1	-0.9	-8.6	1.0	-1.6	-15.9	99.0	7.8	-1.0	101.0
3	Brc1ccc(CN2CCN(c3ccccn3)CC2)s1	-2.2	-8.2	-0.2	-0.6	-2.7	103.0	6.1	4.0	100.0
4	CCn1cc(S(=O)(=O)NCc2ccc3c(c2)OCO3)cn1	-0.8	13.0	2.4	-2.7	-3.9	114.0	15.2	13.0	108.0
5	OC1(c2ccccc2)CCN(Cc2ccccc2)C2CCCCC21 (stereo unspecified)	-0.1	-18.0	-5.0	-5.0	13.0	93.0	3.0	-2.0	94.0
6	CC1CCCN(S(=O)(=O)c2ccc(NC(=O)CCN3C(=O)c4ccccc4C3=O)cc2)C1 (stereo unspecified)	0.6	-27.9	-19.5	-0.6	-11.7	105.0	-6.4	8.0	105.0
7	Cc1cc(Cl)ccc1OCC(=O)N/N=C1\CC2C=CCC12 (stereo unspecified)	-0.7	-40.1	0.0	-1.3	-6.3	105.0	9.8	3.0	103.0
8	COc1cc2nc(SCC(=O)c3ccc(Br)cc3)n3nc(C)nc3c2cc1OC	2.4	-3.7	0.6	-1.0	6.7	94.0	4.9	-2.0	98.0
9	Cc1c(NC(=O)Nc2ccc([N+](=O)[O-])cc2)c(=O)n(-c2ccccc2)n1C	0.0	-5.4	-13.9	-5.8	1.4	102.0	0.8	5.0	103.0
10	CC(=O)c1ccc(NC(=O)C(C)OC(=O)COc2ccc(C#N)cc2)cc1 (stereo unspecified)	0.6	4.2	-2.9	-3.7	-8.8	108.0	11.5	2.0	102.0
11	O=C1NC[C@H](c2ccccc2)N(CCc2cc(C(F)(F)F)cc(C(F)(F)F)c2)C1=O	-0.7	0.9	.	-3.3	.	102.0	-0.7	2.0	97.0
12	Cc1cccc(N2CCN(C(=O)C3CCN(c4ncnc5c4nc4n5CCCCC4)CC3)CC2C)c1 (stereo unspecified)	-2.7	-7.2	-17.0	-8.9	-54.4	98.0	-4.0	-8.0	95.0
13	CCN(CC)S(=O)(=O)c1cc(NS(=O)(=O)c2c(Cl)cccc2Cl)ccc1C	-0.4	11.7	-10.0	-4.1	-31.9	103.0	4.7	1.0	105.0
14	COc1ccccc1NC(=O)COc1ccc2ccccc2c1	2.4	-0.2	-8.3	-1.1	-21.8	106.0	-1.7	0.0	102.0
15	Cc1ccccc1CN1CCSc2sccc2C1=O	-5.3	11.6	-20.9	-7.5	-14.9	102.0	-3.2	-5.0	104.0
16	Cc1ccc2occ(/C=N/NC(=O)c3ccncc3)c(=O)c2c1	-0.9	6.0	-1.8	2.4	-2.9	99.0	5.6	-4.0	98.0
17	COc1ccc(N(CC(=O)Nc2ccc(C)cc2)S(=O)(=O)c2c(C)noc2C)cc1	-0.2	-11.3	0.0	-1.0	-20.1	105.0	2.3	5.0	106.0
18	O=C(Cn1cnc2c(nnn2Cc2ccccc2)c1=O)N1CCCc2ccccc21	-1.6	-6.8	-0.1	.	3.2	.	-15.8	.	.
19	O=C(NCc1cnn(-c2ccc(F)cc2)c1)C1CCC(=O)N(C2CC2)C1 (stereo unspecified)	-0.8	-6.8	0.0	0.6	-5.5	101.0	-0.1	-3.0	98.0
20	COC(=O)N1C(=O)[C@](Cc2ccccc2)(c2ccccc2)N1C(=O)OC	4.6	-57.1	-1.3	-6.1	-8.2	95.0	6.8	-10.0	100.0
21	N#C/C(=C/c1ccccc1[N+](=O)[O-])C(=O)NCc1ccco1	3.1	-1.1	14.2	1.5	-6.0	94.0	4.5	8.0	97.0
22	CCOc1ccc(-c2cc(C(=O)N3CCN(c4ccccn4)CC3)c3ccccc3n2)cc1	6.7	-59.6	-2.8	-5.6	1.6	91.0	-8.2	-7.0	99.0
23	CCCc1cc(CN(C)C(=O)CC2C(=O)NCCN2Cc2ccccc2C)[nH]n1 (stereo unspecified)	0.3	-6.5	-8.6	4.0	-31.9	101.0	-2.6	1.0	98.0
24	Cc1nc2c3ccccc3n(CC(=O)c3ccc(F)cc3)c(=O)n2n1	-0.8	-2.2	0.4	-3.6	-1.1	101.0	9.3	1.0	99.0
25	COc1ccc(CCNS(=O)(=O)c2csc(C(N)=O)c2)cc1OC	-0.7	14.7	4.0	3.0	-3.1	102.0	-7.2	1.0	99.0
26	CC(C)CCNC(=O)NC(=O)COC(=O)CCN=C1NS(=O)(=O)c2ccccc21	-2.2	-13.3	0.1	8.7	-7.8	97.0	-2.8	0.0	100.0
27	O=C(Nc1ccccc1)O/N=C/c1ccccc1Cl	-0.1	15.0	2.5	.	3.8	91.0	-8.7	-6.0	91.0
28	Cc1c(Cl)cccc1NC(=O)COc1ccc(S(=O)(=O)N2CCOCC2)cc1	-0.8	-15.5	2.6	-1.1	-6.1	96.0	-1.0	4.0	102.0
29	O=C(COc1ccccc1)NC(=S)Nc1ccc2c3c(cccc13)CC2	3.7	-24.5	-1.8	0.9	-4.6	101.0	-2.4	1.0	103.0
30	O=[N+]([O-])c1ccc(N/N=C/c2ccccc2)cc1	-0.5	-7.1	2.4	-6.4	9.7	99.0	20.9	-4.0	94.0
31	C/C(=N/NC(=O)Cc1cccn1C)c1ccccc1	0.3	4.4	-3.4	-11.5	-7.9	102.0	-6.0	1.0	98.0
32	O=C(c1ccccc1F)N1CCN(S(=O)(=O)c2ccc3c(c2)OCCO3)CC1	0.0	2.1	4.6	2.2	-14.5	103.0	9.1	2.0	103.0
33	O=C(COC(=O)c1n[nH]c2ccccc12)Nc1ccc([N+](=O)[O-])cc1	-2.1	19.6	-12.6	-3.5	5.0	106.0	16.2	1.0	102.0
34	CN(C)CCNC(=S)Nc1ccc(F)c(F)c1F	0.7	-5.2	7.4	-7.4	1.6	85.0	12.0	-17.0	84.0
35	COc1ccc(C2/C(=C(/O)c3ccccc3)C(=O)C(=O)N2C)cc1OC (stereo unspecified)	-0.2	-8.7	18.2	-7.1	2.1	106.0	-8.5	8.0	103.0
36	COc1ccc(C2(CNC(C)=O)CCCC2)cc1OC	-0.3	-4.1	-1.2	-0.7	-4.4	99.0	21.5	-3.0	103.0
37	COC(=O)c1c(NC(=O)C(C)(C)C)sc2c1CCN(Cc1ccccc1)C2	0.4	37.8	-33.6	.	-3.7	106.0	-13.4	3.0	104.0
38	COc1ccc(CCNC(=O)C2CCN(C(=O)c3ccc(OC)c(OC)c3)CC2)cc1	-1.5	-8.0	-7.2	-6.5	-26.3	112.0	-1.7	5.0	104.0
39	CCO[C@H]1OC(C(=O)NC2CC2)=C[C@@H](c2ccccc2)[C@@H]1CCCO	-3.6	12.5	.	-2.5	.	94.0	0.6	4.0	104.0
40	COc1ccc(OCC(=O)NC(=S)NNC(=O)COc2ccc(Br)cc2Cl)cc1	0.8	-25.8	-11.8	-4.2	-3.2	84.0	-5.6	-12.0	93.0
41	O=C(CSc1nc(N2CCOCC2)nc(N2CCOCC2)n1)Nc1ccc(Cl)cc1Cl	0.0	-1.0	-5.6	-2.3	-38.8	103.0	4.4	7.0	102.0
42	Cc1occc1C(=O)N1CCN(c2ccc(Cl)c(Cl)c2)CC1	2.0	-21.4	-2.9	-8.4	-21.3	101.0	-7.1	0.0	102.0
43	O=C(/C=C/c1cccc(C(F)(F)F)c1)N1CCN(c2ccccn2)CC1	-1.1	8.3	-5.9	-1.6	-38.5	104.0	-2.8	7.0	104.0
44	COc1ccc(C2/C(=C(\O)c3ccc4c(c3)OCCO4)C(=O)C(=O)N2CCCN(C)C)cc1 (stereo unspecified)	0.7	-0.1	4.2	2.3	-3.0	110.0	17.0	3.0	104.0
45	CC(C)CCNC(=O)COC(=O)c1ccc(Br)o1	-0.2	2.8	-0.8	-1.0	-3.4	106.0	17.9	7.0	103.0
46	Cc1ccnc(NS(=O)(=O)c2ccc(NC(=O)CCS(=O)(=O)c3ccccc3)cc2)n1	1.9	19.0	6.5	-3.3	-6.3	101.0	-21.0	-1.0	103.0
47	N/C(=N\OC(=O)COc1ccc(Cl)cc1)c1ccc(Cl)cc1	-2.9	36.5	-7.4	-3.6	1.7	99.0	12.6	-4.0	99.0
48	CCCCNC(=O)OCCSCCS(=O)(=O)c1ccc(Cl)cc1	-0.6	6.6	0.0	-2.2	-2.0	93.0	17.4	-13.0	87.0
49	CSc1nc(Sc2ccccc2)c2ccccc2n1	3.5	-30.2	0.7	-1.0	-1.9	94.0	4.1	-9.0	86.0
50	CS(=O)(=O)N1CCC(c2noc(-c3ccc(C(F)(F)F)cc3)n2)CC1	2.8	-11.9	2.6	-5.2	-2.7	111.0	7.1	6.0	112.0
51	O=C(Nc1c[nH]c(=O)[nH]c1=O)c1ccc([N+](=O)[O-])cc1	-1.1	7.0	-1.2	-4.0	1.2	95.0	9.5	-5.0	101.0
52	COc1cccc(-c2csc(N3CCN(C(=S)Nc4cccc(C)c4)CC3)n2)c1	1.2	-6.0	-22.9	-11.7	7.3	94.0	4.9	-10.0	97.0
53	CCC(C)C(NC(=O)/C(=C\c1ccccc1)NC(=O)c1ccc(OC)cc1)C(=O)O (stereo unspecified)	1.1	12.8	-1.5	-2.0	-20.8	101.0	6.2	-4.0	107.0
54	CC(=O)NCCn1c(SCC(=O)NC2CCCCC2)nc2ccccc2c1=O	-1.1	12.0	-11.3	3.2	-8.2	98.0	10.7	-7.0	97.0
55	Cc1cc(NCCO)c2ccccc2n1	-0.4	-1.9	-4.0	-3.6	3.0	.	-2.4	.	.
56	CN(CCc1cn[nH]c1)Cc1nc(Cc2ccccc2F)no1	0.3	6.0	9.0	-3.7	-6.6	99.0	13.6	1.0	99.0
57	CCNC(=O)CSc1nc2ccccc2c(=O)n1-c1cccc(OC)c1	14.4	-13.7	3.4	0.8	-1.8	100.0	20.5	-2.0	99.0
58	N#CC(c1ccc(O)cc1)c1ncc(C(F)(F)F)cc1Cl (stereo unspecified)	-1.6	-27.8	3.5	-5.7	1.0	96.0	-8.3	-1.0	105.0
59	NC(=O)c1ccccc1NC(=O)Nc1cccc2ccccc12	-2.1	-1.0	1.6	-3.0	-7.3	93.0	8.7	-4.0	99.0

An excerpt from above, reduced to MEKK2wt PB1 HTS and CRFBP-R2 agonist.
| entry | SMILES | MEKK2wt PB1 HTS | CRFBP-R2 agonist |
| --- | --- | --- | --- |
| 57 | CCNC(=O)CSc1nc2ccccc2c(=O)n1-c1cccc(OC)c1 | 100.0 | 14.4 |
| 58 | N#CC(c1ccc(O)cc1)c1ncc(C(F)(F)F)cc1Cl (stereo unspecified) | 96.0 | -1.6 |
| 59 | NC(=O)c1ccccc1NC(=O)Nc1cccc2ccccc12 | 93.0 | -2.1 |
